# RXFP1 agonist: RXFP1 (human) receptor agonism | Q9HBX9 | HEK293T-RXFP1 cAMP TR-FRET, 30 min; response scale: percent of porcine relaxin response, buffer zero | Potency, µM (top dose mostly 57.5 µM), without a hit: at the top dose activation, usual class: activators | hit rate 0.3% among 370,000 | AID 2676; also: potency is read from the fitted curve at half-maximal effect; % is scaled to controls: 0 for no effect and ±100 for the full control effect; nearly all actives have a fitted effect of over 60% in size; many of its hits are not listed in these tables
#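 HEK293 cells stably expressing RXFP1, treated 30 min at 37C with compounds plus PDE4 inhibitor Ro 20174; cAMP measured by HTRF TR-FRET. Normalized to buffer and 29 nM porcine relaxin; EC50 by Hill fit.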
# Vif-A3F inh: Vif-A3F binding inhibition; HeLa A3F-eYFP + Vif (tagged APOBEC3F with the HIV-1 protein that degrades it), YFP fluorescence increase; Potency, µM (top dose mostly 46.1 µM), without a hit: top-dose activity, negative = active; hit rate 0.2% among 390,000; also: potency is read from the fitted curve at half-maximal effect; % of control where 0% means no effect; nearly all actives have a fitted effect of over 65% in size
#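 Fluorescence increase (Ex 488/Em 500-530) after overnight compound treatment at 37 deg C flags inhibition of Vif-driven A3F-eYFP loss in stable HeLa A3F-eYFP/Vif cells seeded overnight beforehand.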
# Glioma ERSR ind: ER stress response induction in glioma. U87-MG GRP78 promoter luciferase reporter, 16 h. Potency, µM, for the others: top-dose activation, most hits filed as activators. hit rate 0.02% among 420,000; also: potency is read from the fitted curve at half-maximal effect; series mostly up to about 76 µM; % of control where 0% means no effect; nearly all actives have a fitted effect of over 35% in size
#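 ERSR induction read as luciferase luminescence (Bright-Glo, 10 min at room temperature) in stably transfected human U87-MG glioma cells exposed to compounds for 16 h, using GRP78 as sensor.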
# D1 antagonist: blocks dopamine activation of the human D1 receptor. HEK293 TREx D1 cells, calcium flux, dopamine EC80; hits give low values. activity change, negative = inhibition, % at 10 µM. hit rate 3.2% among 360,000; in the data active = activity change below about -30%; also: % is scaled to controls: 0 for no effect and ±100 for the full control effect
#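 Antagonism measured as reduced calcium response to an EC80 dopamine addition following 180 s compound pre-read; cells were inducible HEK293 Trex D1 plated overnight at 30 C, read kinetically at 1 cycle/sec.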
# D1 potentiator: human D1 dopamine receptor positive modulation; hit rate 0.036% among 360,000; HEK293 TREx D1 cells, calcium flux, dopamine EC20 potentiation; potentiation, % at 10 µM; P21728; in the data active = potentiation above about 30%; also: 0% is about no effect
# D2 potentiator: positively modulates the human D2 dopamine receptor allosterically. hit rate 0.34% among 340,000. potentiation, % at 10 µM. HEK293 T-REx D2, calcium flux, EC20 dopamine potentiation. AID 485347. P14416;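 active = potentiation over 3 SD above the plate norm, cut at about 30% in these data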; also: 0% is about no effect
# Target sequence (P14416 whole entry, looked up): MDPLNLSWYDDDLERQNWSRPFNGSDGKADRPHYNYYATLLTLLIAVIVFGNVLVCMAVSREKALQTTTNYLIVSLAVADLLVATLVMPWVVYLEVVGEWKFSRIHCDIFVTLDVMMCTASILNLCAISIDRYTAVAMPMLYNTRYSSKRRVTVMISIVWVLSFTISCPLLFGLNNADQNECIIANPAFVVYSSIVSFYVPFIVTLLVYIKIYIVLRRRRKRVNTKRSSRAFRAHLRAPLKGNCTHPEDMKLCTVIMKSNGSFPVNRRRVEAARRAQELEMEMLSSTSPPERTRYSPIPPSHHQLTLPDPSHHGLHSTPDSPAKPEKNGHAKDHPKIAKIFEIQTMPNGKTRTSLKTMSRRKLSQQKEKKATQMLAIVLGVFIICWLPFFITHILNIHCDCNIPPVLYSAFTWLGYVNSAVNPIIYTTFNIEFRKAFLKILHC
#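 Cells plated with tetracycline inducer and held overnight at 30 C; calcium dye loaded 30–90 min at room temperature; baseline taken, compound added and read 180 s; EC20 dopamine then added and read 180 s.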
# RXFP1 antag: RXFP1 (human) relaxin receptor antagonism; Q9HBX9; AID 1259400; HEK293-RXFP1, relaxin-stimulated cAMP HTRF, 30 min; hits give low values; activity change, negative = inhibition, % at 57.5 µM; hit rate 0.59% among 350,000;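 active = activity change of -60% or lower, but not beyond a set lower limit; inconclusive = change between -60% and -40%, or beyond the set limit; inactive = change above -40%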; also: % is scaled to controls: 0 for no effect and ±100 for the full control effect
# D1 agonist: agonists of human D1 dopamine receptor; P21728; hit rate 1% among 360,000; AID 504660; HEK293 T-REx D1 cells, calcium flux, agonist mode; activation, % at 2 µM; in the data active = activation above about 30%; also: 0% is about no effect
#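 Inducible HEK293 T-REx D1 cells, force-coupled to calcium signalling, were plated at 4000 cells/well with tetracycline and held overnight at 30 C. After no-wash calcium dye loading, compound-evoked calcium rise over 180 s flagged agonists.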
# Vif-A3G inh: Vif-A3G binding inhibition. Q9HC16. HeLa A3G-eYFP + Vif (tagged APOBEC3G with the HIV-1 protein that degrades it), YFP fluorescence, overnight. Potency, µM (doses to about 46.1 µM), inactives show at the highest dose activity, negative = active, hits mostly inhibitors. hit rate 0.076% among 410,000;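 also: potency is read from the fitted curve at half-maximal effect; % is scaled to controls: 0 for no effect and ±100 for the full control effect; nearly all actives have a fitted effect of over 60% in size; hits raise eYFP signal because A3G escapes Vif-driven loss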
# Target sequence (Q9HC16 whole entry, looked up): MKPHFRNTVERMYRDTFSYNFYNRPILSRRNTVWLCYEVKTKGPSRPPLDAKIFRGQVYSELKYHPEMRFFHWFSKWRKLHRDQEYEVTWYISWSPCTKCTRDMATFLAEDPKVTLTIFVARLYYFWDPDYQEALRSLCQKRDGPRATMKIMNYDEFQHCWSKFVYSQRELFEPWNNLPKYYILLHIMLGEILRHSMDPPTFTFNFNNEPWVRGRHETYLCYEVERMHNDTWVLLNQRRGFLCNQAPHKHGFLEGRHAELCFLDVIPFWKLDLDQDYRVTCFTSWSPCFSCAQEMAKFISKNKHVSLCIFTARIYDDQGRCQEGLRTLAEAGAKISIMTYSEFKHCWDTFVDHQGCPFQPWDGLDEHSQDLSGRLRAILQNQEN
#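 Read-out is eYFP fluorescence (Ex 488/Em 500-530) from Vif-expressing HeLa A3G-eYFP cells; more signal means A3G escaped Vif-mediated degradation. Cells plated overnight, compound pinned in, incubated overnight at 37 deg C.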
# Starred values were filed as active, the others as inactive; ? = inconclusive; / = not tested or not shown; & = joins results of further samples; ! = not active in a repeat. Unless noted, calls follow the shape of the dose curve; as a rule, active = well fitted curve in the direction sought with a large enough effect; inconclusive = small, poorly fitted or top-dose-only effect, or another doubt; inactive = no such curve, though single readings can be large; an effect the other way counts as inactive or inconclusive.
canonical_smiles	RXFP1 agonist	Vif-A3F inh	Glioma ERSR ind	D1 antagonist	D1 potentiator	D2 potentiator	RXFP1 antag	D1 agonist	Vif-A3G inh
Cc1nnc(Oc2ccccc2)c2ccccc12	3.1%	-5%	4%	-13	-3	-3	2	3	-1%
Cc1ccc(S(=O)(=O)N2CCOC2CNC(=O)C(=O)NCCc2c[nH]c3ccccc23)cc1 (stereo not drawn)	-0.3%	-23%	2%	2	7	-5	-4	1	-1%
CC1CCN(CC(=O)Nc2cccc(C(=O)Nc3cccc(C(F)(F)F)c3)c2)CC1	-1.8%	-22%	-3%	29	0	-9	-19	5	4%
CCSc1nnc(NC(=O)c2nn(C(C)C)c(=O)c3ccccc23)s1	-0.8%	0%	-1%	-14	-6	15	-8	1	1%
Cc1nnc2sc(SCC(=O)N3CCCCC3)nn2c1=O	29%	-23%	-2%	19	-8	-8	1	1	0%
CC1CCCC(C)N1C(=O)Cn1nnc(-c2ccc([N+](=O)[O-])cc2)n1 (stereo not drawn)	4.5%	-4%	-4%	4	-4	-2	0	3	-7%
COc1ccc(CN2CC[C@@H](N3CCOCC3)[C@H](O)C2)cc1F	-2.9%	3%	-4%	10	0	-4	4	10	5%
CCC(CC)C(=O)NCc1nc2cccnc2n1Cc1ccc(F)cc1	1.1%	-1%	0%	22	-1	-9	5	0	-3%
COc1ccc(C)cc1S(=O)(=O)NC1CCCCCC1	0.5%	0%	-2%	-4	0	-2	0	2	1%
COCCCNC(=O)C1CCN(C(=O)Nc2ccc(Cl)cc2)CC1	0.5%	-3%	-2%	0	0	14	-15	2	1%
O=C(N/N=C/c1ccc([N+](=O)[O-])o1)c1cn2ccc3ccccc3c2n1	1.2%	?	-4%	-13	-10	0	-5	1	?
O=C(CCCN1C(=O)c2ccccc2C1=O)NCc1ccco1	1.0%	-3%	-6%	-13	-6	-6	-5	0	2%
COc1c(NC=O)c2c(c([N+](=O)[O-])c1OC)C(=O)OC2	/	5%	-3%	/	/	/	-16	/	1%
CCCN(C(=O)c1ccccc1Cc1ccccc1)C1CCS(=O)(=O)C1 (stereo not drawn)	0.5%	-9%	-3%	5	-6	/	-6	1	-3%
CCC1CO/C(=C(\C(=C(Cl)Cl)N2CCOCC2)[N+](=O)[O-])N1 (stereo not drawn)	-2.0%	10%	-1%	-13	-2	-1	7	3	-1%
Cc1cc2nc(C3CCN(Cc4nnnn4Cc4ccccc4)CC3)[nH]c2cc1C	-0.8%	0%	0%	-8	1	-5	1	-1	-1%
S=C1NCCOCCOCCNC(=S)N2CCOCCOCCN1CCOCCOCC2	1.9%	1%	-5%	22	0	-3	0	3	0%
Cc1ccc(S(=O)(=O)NCC(=O)N(CC(=O)NCC2CCCO2)Cc2ccco2)cc1 (stereo not drawn)	0.0%	-1%	-2%	3	1	7	6	3	-12%
N#Cc1cn(CC(=O)NCC2CCCO2)c2ccccc12 (stereo not drawn)	0.7%	-4%	-3%	5	-10	/	11	3	1%
Cc1ccc(NC(=O)c2cc3ccccc3o2)cc1S(=O)(=O)N(C)C	-1.9%	-5%	-4%	2	-2	-21	-9	2	-4%
O=C(Oc1ccc(Cl)cc1N1C(=O)CCC1=O)c1ccco1	1.4%	3%	2%	-2	-4	-1	6	3	6%
COC(=O)N/N=C/c1cn(CCOc2cccc(OC)c2)c2ccccc12	3.1%	0%	-5%	-30	1	-10	-12	7	-6%
Cc1ccc(NC(=O)Cn2nnc3sc(-c4ccccc4)cc3c2=O)cc1Cl	1.4%	/	/	-7	-2	-1	-27	4	/
CCOc1cccc(C(=O)N/N=C/c2coc3ccccc3c2=O)c1	-0.5%	2%	3%	-12	10	-7	-2	2	2%
COc1cc(CN2CCN(Cc3ccc(SC)cc3)CC2)cc(OC)c1O	-0.6%	-12%	-2%	1	-5	-18	1	0	-5%
CC(C)NC(=O)CN1C(=O)CSc2ccc(S(=O)(=O)N3CCCC3)cc21	0.6%	-4%	3%	-13	1	-23	-12	8	0%
Cc1ccc(-c2n[nH]c(=S)n2-c2ccccc2)cc1	1.3%	9%	-2%&1%	-4	6	3	-21	2	-1%&-2%
CCOC(=O)CN1C(=O)CN(c2ccc(C)cc2)C1=O	2.3%	-3%	7%	-4	-6	-7	/	2	-4%
Cc1ccn2c(C(=O)NN=C3CCCCCCC3)c(C)nc2c1	2.1%	6%	-1%	7	0	0	-12	1	2%
Cc1ccc(OCC(=O)NNC(=O)C2CCCO2)c(C)c1 (stereo not drawn)	0.6%	-4%	0%	14	-6	4	-12	0	2%
CN(CC(=O)Nc1cc(Cl)cc(Cl)c1)Cc1cccs1	5.8%	-38%	-4%	6	-6	-12	-12	18	-4%
O=S(=O)(NCc1nnnn1-c1ccc(F)cc1)c1ccc(F)cc1	/	3%	-3%	/	/	/	5	/	-1%
CC(C)(C)c1ccc(-c2cc(-c3ccccc3O)[nH]n2)cc1	-0.9%	-2%	10%	19	4	6	-19	5	-1%
O=S(=O)(NCCSc1ccc(Cl)cc1)c1ccc2c(c1)OCCO2	0.9%	-4%	-2%	-20	-4	5	3	18	-4%
CCN(c1ccc(C(=O)CSc2nnc(C3CC3)n2C2CC2)cc1)S(C)(=O)=O	0.6%	-7%	-2%	3	/	9	-3	2	0%
CCOC(=O)C1C(=O)NC(N2CCN(c3ccccc3)CC2)=NC1c1ccccc1 (stereo not drawn)	1.1%	-9%	-3%	4	2	6	-15	0	-1%
NC(=O)[C@@H]1CCCNc2c(F)cc([N+](=O)[O-])cc2C(=O)N[C@@H](CO)C(=O)N[C@@H](Cc2ccc(O)cc2)C(=O)N1	3.1%	1%	-3%	-11	-5	1	/	-2	1%
c1ccc2c(c1)cnc1ccccc12	-7.2%	-4%&-3%	-2%&-1%	0	2	-3	13&0	1	3%&1%
O=C(O)C1CCC(CNS(=O)(=O)c2ccc(Cl)cc2)CC1 (stereo not drawn)	0.3%	4%	-2%	1	-5	-5	0	3	-1%
CCc1ccc(NC(=O)N(Cc2ccco2)C(C)c2cccs2)cc1 (stereo not drawn)	0.4%	-4%	-1%	-18	-4	0	1	2	0%
CCC1Oc2ccccc2N(CC(=O)NCC2CCCO2)C1=O (stereo not drawn)	3.2%	5%	0%	-3	-3	12	7	4	1%
Cc1nc2ccccc2c(=O)n1-c1ccc(NC(=O)C(F)(F)F)cc1	0.5%	-2%	-2%	/	0	8	/	1	1%
COc1ccc2c(Sc3ccccc3)c(C(=O)NCCc3ccc(Cl)cc3)[nH]c2c1	-1.3%	-8%	-1%	5	-3	/	-3	4	-1%
O=C(C1CCN(c2ncnc3c2nc2n3CCCCC2)CC1)N1CCN(c2cccc(Cl)c2)CC1	1.3%&2.6%	11%&9%	-5%&-3%	-31*!	-2&-1	9&-6	-7&-1	7&1	-16%&-7%
Cc1oc(-c2ccc(Cl)cc2)nc1CS(=O)CC(=O)NC1CCCCCC1 (stereo not drawn)	1.6%	-9%	-3%	-29	-3	/	-36	1	1%
CC(=O)NC(c1cc(Cl)c2cccnc2c1O)C1CC1 (stereo not drawn)	-1.3%&-0.3%	?	-1%	-55*	4&-4	3	/	4&0	5µM*
COC(=O)/C(=C/c1ccc(OC)cc1)NC(=O)c1ccco1	3.3%	-15%	-1%	-7	-5	-4	0	0	1%
O=C1C=C(NCCN2CCOCC2)C(=O)c2cnccc21	9.1%	/	/	23	-1	-2	/	-1	/

# Vif-A3G inh: entries above that show a hit
SMILES,Glioma ERSR ind,D1 antagonist,D1 potentiator,D2 potentiator,RXFP1 antag,D1 agonist,Vif-A3G inh
CC(=O)NC(c1cc(Cl)c2cccnc2c1O)C1CC1 (stereo not drawn),-1%,-55*,4&-4,3,/,4&0,5µM*

# Structures listed so far with a nitro group on carbon (five):
canonical_smiles	RXFP1 agonist	Vif-A3F inh	Glioma ERSR ind	D1 antagonist	D1 potentiator	D2 potentiator	RXFP1 antag	D1 agonist	Vif-A3G inh
CC1CCCC(C)N1C(=O)Cn1nnc(-c2ccc([N+](=O)[O-])cc2)n1 (stereo not drawn)	4.5%	-4%	-4%	4	-4	-2	0	3	-7%
O=C(N/N=C/c1ccc([N+](=O)[O-])o1)c1cn2ccc3ccccc3c2n1	1.2%	?	-4%	-13	-10	0	-5	1	?
COc1c(NC=O)c2c(c([N+](=O)[O-])c1OC)C(=O)OC2	/	5%	-3%	/	/	/	-16	/	1%
CCC1CO/C(=C(\C(=C(Cl)Cl)N2CCOCC2)[N+](=O)[O-])N1 (stereo not drawn)	-2.0%	10%	-1%	-13	-2	-1	7	3	-1%
NC(=O)[C@@H]1CCCNc2c(F)cc([N+](=O)[O-])cc2C(=O)N[C@@H](CO)C(=O)N[C@@H](Cc2ccc(O)cc2)C(=O)N1	3.1%	1%	-3%	-11	-5	1	/	-2	1%

# A second format for some results above.
smiles: c1ccc2c(c1)cnc1ccccc12
  RXFP1 agonist: -7.2%
  Vif-A3F inh: -4%&-3%
  Glioma ERSR ind: -2%&-1%
  D1 antagonist: 0
  D1 potentiator: 2
  D2 potentiator: -3
  RXFP1 antag: 13&0
  D1 agonist: 1
  Vif-A3G inh: 3%&1%

smiles: CCOC(=O)C1C(=O)NC(N2CCN(c3ccccc3)CC2)=NC1c1ccccc1 (stereo not drawn)
  RXFP1 agonist: 1.1%
  Vif-A3F inh: -9%
  Glioma ERSR ind: -3%
  D1 antagonist: 4
  D1 potentiator: 2
  D2 potentiator: 6
  RXFP1 antag: -15
  D1 agonist: 0
  Vif-A3G inh: -1%

# Screening results (PubChem BioAssay)

# Only part of the results is shown; the hit share may differ from the screen's.
